ERAP1 HTS inh: inhibitors of human ERAP1 aminopeptidase; AID 652197; recombinant ERAP1, Leu-AMC fluorescence, 60 min; inhibition, % at 10.7 µM; Q9NZ08; 340,000 tested, 0.15% active;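 active = mean replicate inhibition of at least 30%, or all replicates individually reaching that 30% level; inactive = mean below 30% and not every replicate reaching it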;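 also: 0% = neutral control wells and 100% = L-leucinethiol positive control wells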
Target sequence (Q9NZ08 whole entry, looked up): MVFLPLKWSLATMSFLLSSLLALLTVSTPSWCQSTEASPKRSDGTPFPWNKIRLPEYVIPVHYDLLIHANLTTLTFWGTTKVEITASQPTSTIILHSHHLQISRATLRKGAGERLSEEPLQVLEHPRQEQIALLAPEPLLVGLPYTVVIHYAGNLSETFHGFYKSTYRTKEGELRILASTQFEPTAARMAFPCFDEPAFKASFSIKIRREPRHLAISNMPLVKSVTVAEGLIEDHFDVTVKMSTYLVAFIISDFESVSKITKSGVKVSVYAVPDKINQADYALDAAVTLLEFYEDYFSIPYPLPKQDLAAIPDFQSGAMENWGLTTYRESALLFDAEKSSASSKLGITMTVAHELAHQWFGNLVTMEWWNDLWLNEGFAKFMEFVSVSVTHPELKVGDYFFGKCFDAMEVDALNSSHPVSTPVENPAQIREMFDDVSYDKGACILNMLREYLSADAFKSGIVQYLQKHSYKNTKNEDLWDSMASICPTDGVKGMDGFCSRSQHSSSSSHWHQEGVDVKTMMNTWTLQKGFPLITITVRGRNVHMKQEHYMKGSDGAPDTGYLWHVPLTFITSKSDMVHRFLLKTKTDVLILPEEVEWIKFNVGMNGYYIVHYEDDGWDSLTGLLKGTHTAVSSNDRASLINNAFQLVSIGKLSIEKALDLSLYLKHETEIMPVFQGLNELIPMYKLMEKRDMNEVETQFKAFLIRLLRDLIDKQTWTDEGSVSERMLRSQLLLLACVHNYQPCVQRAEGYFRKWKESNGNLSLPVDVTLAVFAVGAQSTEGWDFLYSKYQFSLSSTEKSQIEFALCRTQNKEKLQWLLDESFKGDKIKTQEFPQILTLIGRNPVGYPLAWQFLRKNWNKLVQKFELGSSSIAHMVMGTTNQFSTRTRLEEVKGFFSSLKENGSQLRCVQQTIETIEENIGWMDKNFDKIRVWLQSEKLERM
miR-122 sensor: blocks miR-122 activity in Huh7 sensor cells; activation (reporter increase), % at 12.5 µM; 340,000 tested, 0.3% active; AID 602342; Huh7 miR-122 Renilla luciferase sensor, 48 h; neutral wells = 0, positive control = 100;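 active = mean replicate activation score at least 90 and every replicate individually at or above 90; inconclusive = only one of the two criteria met; inactive = neither criterion met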;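 also: higher luciferase means less miR-122 activity so hits act as miR-122 inhibitors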
E-selectin induc: E-selectin induction on HUVECs; AID 686992; 260,000 tested, 0.37% active; HUVEC E-selectin immunofluorescence imaging; normalized: neutral wells 0, TNF-alpha wells 100; activation, % at 7.58 µM; P16581;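 active = mean E-selectin-positive cell signal at least 10% of the positive control, reached in at least 60% of replicates, without over 20% cell loss; inconclusive = no rule given, readout overlaps actives, possibly toxicity-flagged; inactive = the rest, including those meeting only one limit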;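 also: in these data hits start at about 27%; measured in HUVEC primary endothelial cells; signal is the percent of cells scored E-selectin positive by PE staining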
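Assay system: HUVEC primary endothelial cells. Input: 3,000 HUVEC seeded per well. Doses: one compound dose added by pin transfer. Read-out basis: % PE-positive cells. Benchmarks: TNF-alpha high, DMSO low. Detection: immunofluorescence imaging. Buffer or medium: EGM-2, gelatin.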
PglD DTNB: inhibitors of Campylobacter jejuni PglD acetyltransferase; purified PglD enzyme, DTNB colorimetric CoA detection; inhibition, % at 12.5 µM; 360,000 tested, 0.098% active; AID 602405; in the data active = inhibition above about 16%, passing the limit was not always enough; inconclusive = no clear call, values can overlap the other calls; also: strong numbers were not always called active
RAD54 inh: RAD54 (human) branch migration inhibition. Q92698. RAD54 Holliday junction branch migration, FAM/BHQ fluorescence. inhibition, % at 10.4 µM. 360,000 tested, 0.14% active;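 active = mean normalized replicate activity at least 40 and at least half of replicates scoring 40 or more; inconclusive = only one of the two criteria met; inactive = mean below 40 and under half of replicates reaching 40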;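 also: 0% = median of neutral control wells and 100% = median of positive control wells; inhibitors cause a drop in the FAM fluorescence signal; in these data hits start at about 50%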
PGC1a acetyl inh: PGC1a acetylation modulation, inhibitor mode | 350,000 tested, 0.17% active | inhibition, % at 15.6 µM | AID 651687 | U2OS PGC1a acetylation, AlphaScreen anti-acetyl-lysine; with virally co-expressed GCN5 acetyltransferase;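 active = every replicate shows inhibition of at least 40%; inconclusive = mean inhibition at least 40% but some replicate below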;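 also: 0% = neutral control wells and 100% = positive control wells; some results beyond the cut were filed as inactive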
RAD52 anneal inh: inhibitors of human RAD52 DNA annealing; recombinant RAD52 DNA annealing, FRET fluorescence; inhibition, % at 18.7 µM; 360,000 tested, 0.46% active; AID 651710;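 active = every replicate showing at least 50% inhibition; inconclusive = mean inhibition at least 50% but not in every replicate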
Cneo AK release: Cryptococcus neoformans lysis via adenylate kinase release. C. neoformans lysis, adenylate kinase release luminescence, 4 h; normalised: neutral wells 0, clomiphene wells 100. lysis activity, % at 15 µM. 360,000 tested, 0.2% active. AID 651654;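 active = mean lysis activity across replicates of at least 80%, whatever share of replicates individually reach that level; inactive = mean lysis activity below 80%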
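Signal: Adenylate kinase release luminescence | Assay system: Log-phase Cryptococcus neoformans yeast cells | Input: Cells at 5 × 10^6 per mL | Buffer or medium: Fresh YPD growth medium | Compound: Single dose | Schedule: Static 4 h at 37 °C with compound, 1 h detection | Controls: Clomiphene | Read-out: Luminescence rise reflecting yeast cell lysis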
Starred values were filed as active, the others as inactive; ? = inconclusive; . = not tested or not shown; & = joins results of further samples; [ ] = remark or other dose.

SMILES	ERAP1 HTS inh	miR-122 sensor	E-selectin induc	PglD DTNB	RAD54 inh	PGC1a acetyl inh	RAD52 anneal inh	Cneo AK release
Cc1cc(NC(=O)C(C)SCC(=O)Nc2ccc(Br)cc2Br)no1 (stereo not drawn)	-1.0	-2.7	3.0	1.3	-5.2	-17.0	-13.3	0.6
CO[C@H]1CC[C@H]2CCOc3c(C#N)cccc3C(=O)N(C)C[C@@H](C)C(=O)N(C)C[C@@H]1O2	1.2	.	0.2	0.1	-6.2	5.4	0.3	7.7
COc1ccccc1CNC(=O)[C@H](C)NC(=O)C1CCN(C(=O)[C@@H](N)CC(C)C)CC1	-0.1	-6.9	.	1.7	11.3	0.6	-4.4	8.5
C[C@H](CO)N1C[C@H](C)[C@@H](CN(C)C(=O)Nc2ccccc2)Oc2c(NC(=O)Cc3ccccc3)cccc2C1=O	.	0.6	1.1	1.6	2.1	.	.	-5.7
O=C(/C=C/c1ccccc1Cl)NC1CCCCC1	1.2	-3.7	-0.1	1.9	2.6	-7.9	3.2	5.0
CCn1nc(NC(=O)C(C)(C)C)c2cc3cccc(C)c3nc21	-3.2	.	0.2	1.4	1.7	.	-10.2	1.6
CCCN1[C@@H]2c3ccc(C4=CCCC4)c(=O)n3C[C@H]1[C@H](CO)[C@H]2C(=O)NCc1ccccn1	-4.9	31.5[16.7 µM]	-0.2	0.6	0.5	.	-15.3	3.4
CC(=O)c1c(C)[nH]c(C(=O)OCc2ccccc2)c1C	0.0	.	.	-5.1	-18.7	.	-9.5	-3.5
COc1ccc(CN(C)C[C@@H]2Oc3ccc(NS(=O)(=O)c4ccc(F)cc4)cc3C(=O)N([C@H](C)CO)C[C@H]2C)cc1	-0.1	-1.3[16.7 µM]	-13.4	-0.7	-2.6	0.2	-9.2	-1.1
Cc1ccc(SCC(=O)NC(=O)NCc2ccccc2)c(C)c1	-4.8	5.7	2.8	3.2	8.9	.	-10.1	2.1
CNc1c([N+](=O)[O-])cnn1-c1ccc(Cl)cc1	-1.7	12.7	.	-3.7	6.1	.	-2.6	-1.9
COC(CNC(=O)c1cc(C(=O)c2c(-c3c(Cl)cccc3Cl)noc2C)c[nH]1)OC	.	-5.1	.	9.3	-5.9	5.3	.	-2.8
Cc1cccc(N2C(=O)CC(N3CCN(Cc4ccc5c(c4)OCO5)CC3)C2=O)c1 (stereo not drawn)	.	-6.6	.	-2.0	-1.9	5.8	.	3.7
CCOC(=O)COc1nc(-c2ccc(C)cc2)cc(-c2ccco2)c1C#N	0.1	-7.3	4.5	.	.	5.6	-2.5	.
CC(=O)Nc1ccc(CN2CCC(n3nccc3NC(=O)CCc3ccccc3)CC2)cc1	-0.6	5.1	0.1	3.6	-1.3	21.1	1.8	-1.3
CC(C)(Oc1ccc(Cl)cc1)C(=O)NC1CCSC1=O (stereo not drawn)	0.5	6.2	.	-0.5	-2.8	5.5	-11.9	-2.8
COc1ccc(NC(=O)Nc2ccc3c(c2)C(=O)N([C@@H](C)CO)C[C@H](C)[C@@H](CN(C)C(=O)C2CCCCC2)OCCCC[C@@H](C)O3)cc1	0.6	5.9[16.7 µM]	0.4	6.8	-0.5	-6.3	-13.7	5.1
CCOC(=O)C1=C(COC(=O)c2cccnc2SC)NC(=O)NC1C (stereo not drawn)	2.5	-1.6	-0.2	-5.6	-2.6	5.7	-11.7	-0.6
O=C(COc1nsnc1N1CCOCC1)Nc1ccc(Br)cc1	-1.1	2.6	1.8	3.7	-5.1	-15.5	-9.2	3.9
O=c1[nH]c2cccnc2c2ccsc12	0.9	-9.5	-2.5	0.4	-17.9	14.1	-0.8	0.8

A run of entries from further up, for reference:
SMILES	ERAP1 HTS inh	miR-122 sensor	E-selectin induc	PglD DTNB	RAD54 inh	PGC1a acetyl inh	RAD52 anneal inh	Cneo AK release
CC(C)(Oc1ccc(Cl)cc1)C(=O)NC1CCSC1=O (stereo not drawn)	0.5	6.2	.	-0.5	-2.8	5.5	-11.9	-2.8
COc1ccc(NC(=O)Nc2ccc3c(c2)C(=O)N([C@@H](C)CO)C[C@H](C)[C@@H](CN(C)C(=O)C2CCCCC2)OCCCC[C@@H](C)O3)cc1	0.6	5.9[16.7 µM]	0.4	6.8	-0.5	-6.3	-13.7	5.1
CCOC(=O)C1=C(COC(=O)c2cccnc2SC)NC(=O)NC1C (stereo not drawn)	2.5	-1.6	-0.2	-5.6	-2.6	5.7	-11.7	-0.6
O=C(COc1nsnc1N1CCOCC1)Nc1ccc(Br)cc1	-1.1	2.6	1.8	3.7	-5.1	-15.5	-9.2	3.9
O=c1[nH]c2cccnc2c2ccsc12	0.9	-9.5	-2.5	0.4	-17.9	14.1	-0.8	0.8

Additional results:
SMILES	ERAP1 HTS inh	miR-122 sensor	E-selectin induc	PglD DTNB	RAD54 inh	PGC1a acetyl inh	RAD52 anneal inh	Cneo AK release
O=C(CNS(=O)(=O)c1ccccc1)NCc1ccco1	3.0	-5.6	.	-4.7	2.5	5.8	-5.8	4.0
Cc1noc(C)c1S(=O)(=O)Nc1ccc2c(c1)C(=O)N([C@@H](C)CO)C[C@H](C)[C@@H](CN(C)Cc1ccc(C(=O)O)cc1)O2	0.1	-3.8[16.7 µM]	-1.3	4.6	-12.7	12.0	-8.6	2.0
COC(=O)N/N=C/c1cccc(OCCSc2ccc(Cl)cc2)c1	-0.4	.	-0.1	0.2	3.1	.	-4.8	0.3
O=C(C[C@H]1C[C@@H]2c3cc(NC(=O)C4CCOCC4)ccc3O[C@@H]2[C@H](CO)O1)NCc1cccnc1	1.9	-5.8[16.7 µM]	-0.1	-0.8	-7.8	4.2	-1.9	-2.6
O=c1[nH]c2ccc(S(=O)(=O)N3CCN(Cc4ccccc4)CC3)cc2[nH]c1=O	6.5	9.8	.	.	.	-2.2	-6.2	.
COc1ccc(N2CCN(Cc3ccc(Br)s3)CC2)cc1	.	3.7	.	-4.6	-0.4	5.4	.	0.3
Cc1cc(C)c(C)c(S(=O)(=O)N2C(=S)NC(=O)C2C(C)C)c1C (stereo not drawn)	.	-2.6	.	-1.5	-5.0	-13.9	.	-2.5
Cc1ccc(S(=O)(=O)CCC(=O)OCC(=O)Nc2ncc(Cl)cc2Cl)cc1	.	-4.5	.	-0.1	-11.2	-6.2	.	-1.9
CCCC(C(=O)NC(C)(C)C)N(Cc1ccc(F)cc1)C(=O)c1snc(C(N)=O)c1N (stereo not drawn)	2.8	-5.9	.	-7.1	15.8	-50.7	-16.2	-1.3
O=C(NC(=S)NC1CCCC1)c1ccccc1	1.8	.	.	0.6	-0.5	.	-1.2	22.7
CCOC(=O)CC(=O)N/N=C/c1c(N)n(C)c(=O)n(C)c1=O	1.4	-3.9	.	-8.0	1.6	-10.6	-9.3	4.7
C[C@@H]1CN([C@H](C)CO)S(=O)(=O)c2ccc(-c3ccc(C#N)cc3)cc2O[C@H]1CN(C)C(=O)Nc1cc(F)ccc1F	19.3&1.9&3.4	10.5	-0.2&-0.7	2.9&1.8&2.4	0.7&-3.1&7.6	-5.3&-6.0	-16.0&1.4&1.6	-0.3&0.5&-0.9
O=C(O)c1cc(S(=O)(=O)Nc2ccc3c(c2)OCCO3)c(Cl)cc1Cl	3.7	-6.0	1.7	6.4	-24.0	9.2	-13.7	-4.9
CC1C(=O)OC(c2ccc(Cl)cc2)C(C)(C)C1=O (stereo not drawn)	2.4	.	-0.2	0.8	-6.0	-1.2	-17.7	0.6
O=C(C[C@@H]1C=C[C@H](NC(=O)c2ccc(F)cc2)[C@H](CO)O1)NCc1ccncn1	0.6	.	-0.4	3.0	-10.4	-20.8	-14.7	1.0
CS(=O)(=O)c1ccc(-c2csc(C(O)c3cccc(Cl)c3)n2)cc1 (stereo not drawn)	-7.6	-0.4	-0.2	-2.7	2.4	-19.3	-6.8	-1.0
Oc1ccc(Cl)cc1Sc1cc(Cl)ccc1O	-6.7	-0.8	-1.3	6.0	-11.9	11.5	-5.7	-3.1
CCOc1ccc(Br)cc1S(=O)(=O)Nc1ccc(S(=O)(=O)Nc2cc(C)on2)cc1	2.1	.	-0.4	2.7	4.6	-0.5	-3.0	-17.5
Cc1[nH][nH]c(=O)c1C(c1ccc(O)c(Br)c1)c1c(C)[nH][nH]c1=O	-2.5	.	?	-4.9	7.7	.	-12.5	1.4
O=C(CN1CCN(S(=O)(=O)c2ccc3ccccc3c2)CC1)Nc1ccc2c(c1)CCC2	.	0.8	.	7.2	-4.4	-10.6	.	1.4
O=C(C1CCOCC1)N1CCC(CO)(CCc2ccccc2)CC1	9.2	4.5	.	6.5	-1.8	.	-15.2	-0.6
COc1ccc(/C=N/NC(=O)c2ccccc2O)cc1Cn1nnc2ccccc21	-1.6	.	4.2	-5.2	4.2	-15.7	-15.6	3.6
CCN(C(=O)CSc1nc(C)nc2sc(C)c(C)c12)c1ccc(F)cc1	0.4	1.5	0.0	-1.7	-5.1	3.0	-19.4	-0.4
COc1ccc(S(=O)(=O)NC(=O)C2(C)CCN2C(=O)c2c(C)noc2C)cc1 (stereo not drawn)	0.8	2.3	0.5	-1.3	-0.3	-9.4	-6.2	-2.7
CC(C)[C@H](NC(=O)N1c2ccccc2NC(=O)[C@@H]1C(C)C)C(=O)N[C@@H](Cc1ccccc1)C(=O)O	21.0	-24.9	.	2.6	1.1	-2.6	0.7	1.6
COCc1cc(=O)[nH]c(SCC(=O)N2CCOCC2)n1	-0.4	-2.3	0.3	-0.7	-12.3	.	-6.8	1.3
COC(=O)C(C)n1cnc2c(nnn2-c2ccc(F)cc2)c1=O (stereo not drawn)	-5.7	1.6	.	1.8	-0.7	9.7	-9.9	0.0
O=C(c1ccc(Cl)cc1)N1CCN(c2cc(=O)[nH]nc2-c2ccccc2)CC1	.	0.9	.	-0.5	1.9	.	.	2.2
O=C(N/N=C/c1c[nH]c2ccccc12)c1[nH]c2ccc(Br)cc2c1-c1ccccc1	1.9	51.4	.	5.6	-2.0	0.0	-11.4	3.8
Cc1ccc(NC(=O)CN(C)C(=O)c2cc(-c3ccccc3)nn2-c2ccccc2)cc1	3.7	0.7	0.0	-3.7	7.4	-6.3	5.7	-0.9
CO[C@H]1CN(C)C(=O)c2ccc(NC(=O)C3CC3)cc2OC[C@@H](C)N(Cc2nccs2)C[C@@H]1C	0.7	3.1[16.7 µM]	0.1	-0.2	3.8	.	0.5	-0.1
O=C(CCN1CCCCC1)N[C@@H]1CC[C@H](CCn2cc(-c3ccc(F)cc3)nn2)O[C@H]1CO	-1.7	.	0.4	1.3	-6.2	2.4	-4.2	-2.3
O=C(NNC(=O)C1CCCC1)c1ccccc1F	3.4	-3.0	.	-5.6	-0.9	.	-0.7	0.4
COc1ccc(OC)c(-c2cc(C3CCN(C(=O)OC(C)(C)C)CC3)[nH]n2)c1	1.6	-8.2	.	1.4	-3.3	.	-13.1	-1.0
N#CC1=C(N)N2C(=C(C#N)C13CCCC3)Nc1ccccc12	-1.2	0.4	2.3	5.4	-9.5	0.2	-15.5	-0.4
CCN(CC(=O)Nc1cccc(OC)c1)C(=O)c1cnc(Cl)c(Cl)c1	0.5	-2.3	0.4	1.7	-6.0	-4.2	-15.0	0.5

Source: PubChem BioAssay (Broad Institute)
